EPAC1 antagonist – antagonists of human EPAC1. EPAC1 GEF assay, Rap1b-BODIPY-GDP exchange fluorescence. Potency, µM (titrated, usually from 115 µM), for the others: at the highest dose activity change, negative = inhibition, usual class: inhibitors. 0.14% of 360,000 active;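 further: potency means the concentration at half of the fitted maximal effect; plate controls were vehicle for no effect and positive control for full effect; nearly all actives have a fitted effect of over 50% in size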
Target sequence (O95398 whole entry, looked up): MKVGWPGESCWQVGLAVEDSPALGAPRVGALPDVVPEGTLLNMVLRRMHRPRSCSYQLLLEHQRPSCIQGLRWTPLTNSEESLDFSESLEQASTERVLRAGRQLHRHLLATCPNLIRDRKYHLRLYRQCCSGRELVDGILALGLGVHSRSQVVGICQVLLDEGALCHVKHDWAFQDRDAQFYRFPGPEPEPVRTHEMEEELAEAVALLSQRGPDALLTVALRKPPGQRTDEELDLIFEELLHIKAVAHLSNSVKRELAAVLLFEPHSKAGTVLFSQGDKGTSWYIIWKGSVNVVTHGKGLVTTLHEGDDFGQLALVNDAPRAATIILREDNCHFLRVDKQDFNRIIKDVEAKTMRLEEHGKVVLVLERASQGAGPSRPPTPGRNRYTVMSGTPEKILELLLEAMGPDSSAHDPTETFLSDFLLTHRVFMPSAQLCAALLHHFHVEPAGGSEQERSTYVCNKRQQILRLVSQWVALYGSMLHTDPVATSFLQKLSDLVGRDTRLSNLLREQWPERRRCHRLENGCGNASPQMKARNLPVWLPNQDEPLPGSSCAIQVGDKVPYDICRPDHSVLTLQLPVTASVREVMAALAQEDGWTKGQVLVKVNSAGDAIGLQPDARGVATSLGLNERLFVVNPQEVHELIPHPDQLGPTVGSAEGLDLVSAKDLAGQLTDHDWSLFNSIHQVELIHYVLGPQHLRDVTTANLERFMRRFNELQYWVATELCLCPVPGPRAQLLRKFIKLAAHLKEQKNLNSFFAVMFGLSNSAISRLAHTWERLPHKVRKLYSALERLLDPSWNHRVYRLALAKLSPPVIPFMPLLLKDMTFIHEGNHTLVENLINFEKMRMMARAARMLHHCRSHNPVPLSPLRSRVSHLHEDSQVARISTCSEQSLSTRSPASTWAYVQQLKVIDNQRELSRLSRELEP
EPAC1 agonist – agonists of human EPAC1 | 0.073% of 360,000 active | EPAC1 agonist qHTS, biochemical assay; response scale: 100% = response to 6.5 mM cAMP | O95398 | Potency, µM (top dose mostly 154 µM), for inactives: at the top dose activation, usual class: activators; further: potency means the concentration at half of the fitted maximal effect; nearly all actives have a fitted effect of over 60% in size
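Normalized to 6.5 mM cAMP, activity reflects EPAC1-catalysed release of BODIPY-GDP from Rap1B, followed kinetically over 30 min at 480 nm excitation, 540 nm emission. Reaction contained 100 nM EPAC1, 250 nM Rap1B-BODIPY-GDP, 50 uM GDP.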
WRN helicase inh – WRN helicase (human) inhibition; 0.46% of 360,000 active; Potency, µM (titrated, usually from 114 µM), for the others: at the highest dose activity change, negative = inhibition, usual class: inhibitors; Q14191; WRN helicase unwinding, fluorescent forked duplex, kinetic; AID 651768; further: potency means the concentration at half of the fitted maximal effect; on the % scale 0 is the no-effect control and ±100 the full control effect; nearly all actives have a fitted effect of over 55% in size
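WRN at 20 nM final was preincubated with compound for 15 min at room temperature; reaction started with 100 nM forked duplex oligonucleotide carrying fluorophore and quencher plus 2 mM ATP (final). Unwinding followed kinetically by red fluorescence (ex 525/em 598 nm).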
EPAC2 antag – EPAC2 (human) antagonism; EPAC2 GEF exchange of Rap1B-BODIPY-GDP, fluorescence; Potency, µM (series often up to 114 µM), without a hit: top-dose activity, negative = inhibition, usual class: inhibitors; 0.18% of 360,000 active; AID 720708; further: potency means the concentration at half of the fitted maximal effect; on the % scale 0 is the no-effect control and ±100 the full control effect; nearly all actives have a fitted effect of over 45% in size; many of its hits are not listed in these tables
CCT chaperon mod – changes cytosolic chaperonin activity | activity change, % (no concentration beside the values), hits read low | purified chaperonin ATPase assay, HTRF ADP detection, 30 min | AID 651819 | 0.3% of 360,000 active; in the data active means activity change below about -30%; further: on the % scale 0 is the no-effect control and ±100 the full control effect
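TRiC (40 or 20 nM final, by batch activity) in 30 mM Tris pH 7.4, 100 mM KCl, 5 mM MgCl2, 1 mM DTT was treated with compound at 76 uM single dose, then 10 uM ATP, 30 min at 37 °C. ADP was read by HTRF Transcreener.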
PLK1 PBD block – inhibitors of human PLK1 polo-box domain binding; P53350; 2.8% of 360,000 active; AID 720504; Potency, µM, for the others: max response, negative = inhibition, hits mostly inhibitors; Plk1 PBD binding of FITC phosphopeptide, fluorescence polarization; further: potency means the concentration at half of the fitted maximal effect; series mostly up to about 57 µM; on the % scale 0 is the no-effect control and ±100 the full control effect; nearly all actives have a fitted effect of over 65% in size
Mm-Cpn inhibitor – blocks the Methanococcus maripaludis chaperonin Mm-Cpn; purified Mm-Cpn ATPase, ADP Transcreener TR-FRET; Potency, µM (series often up to 76.9 µM), for the others: top-dose activity, negative = inhibition, actives largely listed as inhibitors; 0.031% of 330,000 active; further: potency means the concentration at half of the fitted maximal effect; on the % scale 0 is the no-effect control and ±100 the full control effect; nearly all actives have a fitted effect of over 80% in size
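Purified archaeal chaperonin (25 nM final) was preincubated with compound for 10 min at 37°C, then ATP (10 uM final) was added for 30 min at 37°C in Tris pH 7.4/KCl/MgCl2/DTT buffer. ADP was quantified by HTRF Transcreener TR-FRET.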
PI5P4K alpha inh – blocks human PI5P4K alpha kinase activity | P48426 | AID 652105 | PI5P4Kalpha enzyme, ADP-Glo luminescence, 60 min; hits give low values | 1.2% of 330,000 active | max response, %; active means max response of -50% or lower; inconclusive means between -30% and -50%; inactive means -30% or higher; further: value at the top dose of about 77 µM; on the % scale 0 is the no-effect control and ±100 the full control effect
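Enzyme plus substrate dispensed, test compounds pinned in, then ATP (5 microM final) added. After 60 min at RT, ADP-Glo reagent 1 for 45 min and reagent 2 for 30 min preceded luminescence imaging.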
An asterisk follows results filed as active; ? = inconclusive; . = no result given; & = joins results of further samples; [ ] = dose if it differs, or a comment. Unless noted, the call rests on the fitted dose curve; in most records, active means well fitted curve in the direction sought with a large enough effect; inconclusive means small, poorly fitted or top-dose-only effect, or another doubt; inactive means no such curve, though single readings can be large; an effect the other way counts as inactive or inconclusive. Only part of the results is shown. The share of hits here may be higher or lower than overall.

SMILES,EPAC1 antagonist,EPAC1 agonist,WRN helicase inh,EPAC2 antag,CCT chaperon mod,PLK1 PBD block,Mm-Cpn inhibitor,PI5P4K alpha inh
C=CCNC(=O)CSc1cc([N+](=O)[O-])cc(S(=O)(=O)Cc2ccccc2)c1,-6%,0%,-8%,2%,-2.8,?,-2%,?
c1ccc2c(N3CCCCCC3)nc(-c3ccncc3)nc2c1,-1%,5%,-21%,0%,-2.0,0%,-1%,5
COc1ccc(Br)cc1CNC(=O)CCNC(=O)Cn1ccc2ccccc2c1=O,-12%,10%,-13%,12%,-3.1,-10%,-1%,-9
CCCCn1c(SCC(=O)NC2CC2)nc2ccccc2c1=O,7%,10%,-3%,0%,-1.1,1%,-1%,-2
CCOC(=O)C1=C(O)/C(=C/N(C)C)N=C1C,11%,7%,-11%,8%,1.9,-14%,0%,-7
CCc1cc(=O)oc2c3c(cc(OCC(=O)NCCC(=O)O)c12)OC(C)(C)CC3,-1%,9%,-7%,-3%,2.2,-8%,-5%,0
O=C(C[n+]1ccc(-c2nnc3n2CCC3)cc1)c1ccc(Cl)c(Cl)c1,2%,5%,7%,1%,-1.8,-10%,-2%,1
COc1ccc(CNC(=O)c2cc3c(s2)CS(=O)C3)cc1 (stereo not given),3%,-18%,0%,-8%,-0.2,-3%,-1%,-20
COc1cccc(NC(=O)CNCc2ccccc2)c1,7%,-9%,3%,5%,1.2,3%,1%,-4
COc1cccc(CNC(=O)CCNC(=O)c2ccco2)c1,-3%,4%,-6%,-5%,-0.7,1%,0%,0
O=C(O)c1cc([N+](=O)[O-])c(NCc2cccnc2)c([N+](=O)[O-])c1,-7%,-5%,-17%,-2%,-0.6,-5%,1%,-14
COc1ccc(/C=N/NC(=O)CCc2n[nH]c(=O)[nH]c2=O)cc1OC,3%,-13%,?,-5%,-14,-9%,-1%,-3
COc1cc(C(=O)OCC(=O)NC2CC2)ccc1OCCC(C)C,-26%,0%,2%,10%,-2.2,-17%,0%,1
Cc1ccccc1OCC(=O)Nc1nc2ccccc2[nH]1,-16%,7%,6%,-1%,9.5,-3%,-3%,1
Cc1cc(C)cc(-n2ncc3c2CCCC3NC(=O)CN2CCCCC2=O)c1 (stereo not given),10%,9%,-5%,-1%,-0.4,2%,.,6
CCOC(=O)CSc1nc2cccnc2n1C,8%,-5%,10%,3%,0.6,-10%,2%,0
COc1cccc(C(=O)NCC(c2cccs2)N2CCc3ccccc32)c1 (stereo not given),-12%,15%,-18%,-15%,-2.4,-3%,3%,7
COc1ccccc1Cn1c(=S)[nH]c2cc(C(=O)NCC(OC)OC)ccc2c1=O,-8%,6%,-6%[57.1 µM],8%,-0.8,-2%,0%,3
Cn1c(N)c(C(=O)COC(=O)COc2cc(Cl)c(Cl)cc2Cl)c(=O)n(C)c1=O,0%,-1%,2%,-6%,-1.7,-5%,-2%,1
Cc1cccc(NC(=S)N/N=C/c2ccc(Cl)c([N+](=O)[O-])c2)c1,18%,-1%,-9%,20%,1.1,1%,1%,.
COc1ccc(N2CCN(C(=O)COC(=O)/C=C/c3ccc(C(F)(F)F)cc3)CC2)cc1,-12%,2%,1%,3%,1.6,-4%,0%,-10
O=C(Nn1cnc2ccccc2c1=O)c1ccccc1F,-5%,0%,-13%,-1%,-3.6,-8%,0%,0
CCOC(=O)Cc1csc(NC(=O)COc2ccc(OC)cc2)n1,-3%,-10%,-1%,-5%,0.6,-3%,1%,1
CCOc1ccc(CC(=O)Nc2c(C(N)=O)oc3ccccc23)cc1OCC,3%,-11%,-14%,0%,-3.7,1%,0%,-1
O=C(O)C1Oc2cc3ccccc3cc2O1,-5%,-1%,-27%,5%,-1.1,?,2%,-3
CC(NC(=O)c1ccco1)C(c1cccs1)N1CCN(c2ccccc2F)CC1 (stereo not given),-7%,?,-9%,-8%,-3.3,-8%,1%,.
CCOC(=O)c1ccccc1NC1OC(=O)c2ccccc21 (stereo not given),4%,4%,-4%,-2%,-1.1,-5%,-9%,0
COCCN(Cc1cc2cc3c(cc2nc1Cl)OCO3)C(C)=O,-24%,10%,3%,-5%,-0.8,-12%,-2%,-1
CC(=O)c1ccc(Nc2c3c(nc4ccccc24)CCCC3)cc1,-24%,1%,-10%,-14%,0.6,1%,3%,4
COc1ccc(C(CNC(=O)c2cccc(NS(=O)(=O)c3ccc(Br)cc3)c2)N(C)C)cc1 (stereo not given),-13%,9%,8%,-13%,-0.8,-10%,-4%,7
COc1ccc(NC(=O)c2cc(-c3ccco3)on2)cc1,6%,7%,-5%,4%,-1.9,-5%,-6%,-4
CCn1c(=O)c(C(=O)NCCc2ccc(OC)c(OC)c2)c(O)c2ccccc21,-6%,1%,-4%,4%,-2.4,-4%,-3%,0
C=CCn1c(O)c(N=Nc2nc3ccccc3c(=O)n2-c2ccccc2)c2ccccc21,16%,-11%,3%,20%,0.1,-8%,1%,1
O=C(Nc1ccc([N+](=O)[O-])cc1)N1CCCCCC1,-17%,0%,0%,1%,-2.3,-1%,5%,0
CCC(C)(C)c1ccc(OCC(=O)N(C)C)c(C(C)(C)CC)c1,?,-34%[inhibitor],?,?,-1.0,-8%,2%,12
COc1cc(C(=O)NCCCN2CCCC2=O)cc(OC)c1OC,-2%,1%,14%,8%,0.2,-2%,0%,.
Cc1ccc(N2CC(C(=O)Nc3ccccc3OC(F)F)CC2=O)cc1 (stereo not given),-13%,0%,-6%,-4%,-7.4,-7%,-3%,6
CCOC(=O)c1cnc2ccccc2c1Nc1cc(C(=O)O)ccc1C,-15%,9%,10%[57.1 µM],-2%,-0.1,-14%,-8%,6
CCCCCCCCOC(=O)CCc1c(C)[nH]c(=S)[nH]c1=O,-3%,-11%,-3%,-1%,-1.7,-6%,1%,5
O=C(NCCS(=O)(=O)N1CCN(c2ccccc2)CC1)C12CC3CC(CC(C3)C1)C2,4%,-5%,8%,-2%,0.4,-5%,.,3
CC(=O)Nc1ccc(OCCOc2ccc([N+](=O)[O-])cc2)cc1,1%,4%,-3%,16%,-2.5,-18%,1%,10
O=C(O)c1ccccc1C(=O)Nc1ccc(Oc2ccc3ccccc3c2)cc1,-4%,9%,-3%,?,0.5,?,-2%,1
COC(=O)c1ccccc1NC(=O)CCCn1nc(C)c2c(C)n(-c3ccccc3)nc2c1=O,-24%,5%,3%,1%,0.3,-3%,-7%,-4
FC(F)(F)c1cc(-c2cccs2)nc2ncnn12,4%,14%,-2%,9%,-7.4,-9%,-6%,-2
O=C(COc1ccccc1)Nc1ncc2c(n1)CCCC2=O,4%,1%,1%,-4%,1.0,3%,3%,-2
Cc1cccc(CNc2ncnc3ccc(-c4ccc5c(c4)OCCO5)cc23)c1,-26%,4%,.,-4%,.,.,-3%&-2%,.
O=C(CN1CCN(C(=O)c2ccccc2F)CC1)Nc1ccc(Br)cc1,3%,-3%,5%,1%,1.4,-11%,-1%,6
O=C(/C=C/c1ccccc1)NC(=S)Nc1ccccc1O,6%,11%,-12%,-2%,-5.3,-6%,-4%,0
COC(=O)c1ccccc1Sc1c(/C=N/OCc2ccc(Cl)cc2)c(C(F)(F)F)nn1C,8%,4%,-7%,-3%,-0.1,5%,0%,4
CCOC(=O)c1c(NC(C)=O)sc2c(OC)c(Br)ccc12,22%,-2%,-17%,16%,3.4,-12%,-1%,.
CCc1nc2ccc(C(=O)NCCc3ccco3)cc2nc1CC,13%,8%,-4%,1%,0.7,-19%,-1%,-2
Cc1ccc(C(=O)NCc2ccccc2CN2CCCC2)cc1S(=O)(=O)N1CCOCC1,10%,0%,3%,12%,-1.9,1%,-3%,-5
COc1ccc(-c2csc(NC(=O)C3=COCCO3)n2)cc1OC,-20%,7%,?,-4%,0.4,-21%,-4%,3
CC(=O)Nc1ccc(NC(=O)CSc2ccc3nnc(CCNS(=O)(=O)c4ccc(C)cc4)n3n2)cc1,-29%,-5%,-3%[57.1 µM],-11%,-2.3,-19%,2%,5
Oc1ccc(Cl)cc1-c1cc(-c2ccccc2Cl)[nH]n1,-1%,-16%,6%,-4%,-2.9,-7%,-1%,16
C=CCOC(=O)/C(=C\c1ccccc1)NC(=O)c1ccco1,-4%,-1%,11%,3%,-1.6,-2%,0%,-5
COc1ccc(N2CC(C)Cn3c2nc2c3c(=O)n(Cc3ccc(F)cc3)c(=O)n2C)c(OC)c1 (stereo not given),-2%,7%,2%,-3%,0.7,-1%,1%,13
CCOC(=O)c1sc(NC(=O)Cc2c(F)cccc2Cl)nc1C,-18%,7%,0%,-18%,-2.4,-13%,1%,-1
O=C1/C(=C/C=C/c2ccccc2)Oc2c1ccc(O)c2CN1CCN(CCO)CC1,31%[activator],?,-2%,35%[activator],-2.5,23%,-9%,-5
O=S(=O)(Nn1cnnc1)c1ccc(F)cc1,-8%,2%,-6%,-1%,-1.4,-22%,1%,2

(further entries)
SMILES,EPAC1 antagonist,EPAC1 agonist,WRN helicase inh,EPAC2 antag,CCT chaperon mod,PLK1 PBD block,Mm-Cpn inhibitor,PI5P4K alpha inh
CCCCn1c(=O)nc2n(-c3ccc(OC)cc3)c3ccccc3cc-2c1=O,-5%,12%,-8%,?,0.0,-19%,-2%,3
CCCCCCCCCC(=O)OCC(O)CO (stereo not given),0%,-12%,5%,-12%,-2.2,-15%,3%,12
CCc1nc2ccc(C(=O)Nc3nnc(C)s3)cc2nc1CC,2%,0%,7%[57.1 µM],5%,-1.1,?,-9%,-4
Cc1nn(-c2ccccc2)c2nc(-c3cccs3)cc(C(=O)NN)c12,-11%,17%,3%,5%,-0.3,4%,?,17
Cc1ccc(N/C=C(/C#N)c2ccsc2)cc1C,-2%,-2%,-19%,14%,0.9,-8%,.,10
O=C(c1ccc(F)cc1)N1CCN(C2=NS(=O)(=O)c3ccccc32)CC1,-6%,-2%,-7%,-9%,-0.2,-10%,-1%,6
Cc1cc(-c2ccccc2)nc(Oc2ccc(C(C)(C)C)cc2)c1S(C)(=O)=O,-20%,-8%,-12%,-12%,-2.6,-3%,-2%,7

Compound activity: PubChem, National Center for Advancing Translational Sciences (NCATS)
